Assay outcomes (PubChem BioAssay)
MPTP inh – permeability transition pore inhibition; 360,000 compounds, 1.4% hits; inhibition, % at 10 µM; isolated mouse mitochondria, Ca2+ swelling absorbance, 30 min; AID 602449;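 active = inhibition of 50% or more, scaled per plate between neutral and stimulator controls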;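 note: 0% = DMSO wells given calcium and 100% = 1 mM EGTA wells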
mIAP block – mouse IAP inhibition. 330,000 compounds, 0.2% hits. purified mouse IAP, CDP-Star luminescence, 30 min. inhibition, % at 10 µM;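 active = inhibition of at least 40% at 10 µM in the primary screen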;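 note: plate controls were DMSO with enzyme for no effect and no enzyme wells for full effect; values of inactives mirror those of a sister screen read the other way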
hIAP act – increases human intestinal alkaline phosphatase activity; P09923; purified human IAP, CDP-Star luminescence, 30 min; stronger effect = higher value; 1 = vehicle-only enzyme, 0 = enzyme-free background; activation factor at 10 µM; 330,000 compounds, 0.16% hits;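 active = activation factor of the enzyme at least 2-fold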; note: the source names both 10 and 20 µM as test concentration; values of inactives mirror those of a sister screen read the other way
Target sequence (P09923 whole entry, looked up): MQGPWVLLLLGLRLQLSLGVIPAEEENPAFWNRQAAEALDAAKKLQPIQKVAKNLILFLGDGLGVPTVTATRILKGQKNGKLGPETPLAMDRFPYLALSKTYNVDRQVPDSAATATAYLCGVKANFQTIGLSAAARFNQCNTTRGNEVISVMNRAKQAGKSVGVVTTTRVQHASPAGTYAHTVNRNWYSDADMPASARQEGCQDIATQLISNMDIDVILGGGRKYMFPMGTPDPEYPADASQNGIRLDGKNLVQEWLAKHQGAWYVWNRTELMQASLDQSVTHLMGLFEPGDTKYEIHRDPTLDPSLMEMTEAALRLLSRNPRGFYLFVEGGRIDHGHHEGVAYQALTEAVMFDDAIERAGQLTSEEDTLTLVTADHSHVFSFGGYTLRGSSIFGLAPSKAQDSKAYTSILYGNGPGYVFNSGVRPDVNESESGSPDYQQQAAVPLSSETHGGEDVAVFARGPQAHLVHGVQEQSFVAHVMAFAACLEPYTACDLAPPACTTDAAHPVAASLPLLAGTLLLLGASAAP
APOBEC3A inh – blocks human APOBEC3A ssDNA deamination. P31941. recombinant A3A, FAM/TAMRA ssDNA deamination fluorescence. inhibition, % at 20 µM. 330,000 compounds, 0.41% hits. AID 493011;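 active = at least 40% inhibition at 20 µM here, with at most 30% in a related deaminase screen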;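 note: plate controls were A3A with DMSO for no effect and wells lacking A3A enzyme for full effect; some results filed as inactive read as strong as hits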
Target sequence (P31941 whole entry, looked up): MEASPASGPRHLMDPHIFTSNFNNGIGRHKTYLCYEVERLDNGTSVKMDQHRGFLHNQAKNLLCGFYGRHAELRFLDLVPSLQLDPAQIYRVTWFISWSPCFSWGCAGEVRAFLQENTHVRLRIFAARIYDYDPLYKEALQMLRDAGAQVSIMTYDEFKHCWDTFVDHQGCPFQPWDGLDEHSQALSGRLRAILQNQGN
mIAP act – increases mouse intestinal alkaline phosphatase activity; activation factor at 10 µM; 330,000 compounds, 0.24% hits; muIAP, CDP-Star luminescence, 30 min; stronger effect = higher value; 1 = vehicle-only enzyme signal, 0 = enzyme-free wells;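 active = activation factor of at least 2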; note: the source names both 10 and 20 µM as test concentration; values of inactives mirror those of a sister screen read the other way
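Assay system: mouse IAP enzyme / Compound: DMSO-dissolved test compounds / Timing: 30 min, room temperature / Measured by: luminescence from enzymatic CDP-Star hydrolysis / Control set: DMSO-only wells, enzyme-free buffer wells as negative control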
APOBEC3G inh – inhibitors of human APOBEC3G DNA deaminase; 330,000 compounds, 0.28% hits; inhibition, % at 20 µM; recombinant A3G, ssDNA deamination FAM/TAMRA fluorescence;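 active = inhibition of at least 40% at 20 µM, with no more than 30% in the related APOBEC3A deaminase screen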;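 note: plate controls were DMSO wells with A3G for no effect and wells lacking A3G enzyme for full effect; some compounds called inactive have numbers as strong as hits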
MIN6 prolif – MIN6 beta-cell proliferation induction | proliferation, % at 10 µM | MIN6 cells proliferation, ATPlite luminescence, 48 h; cells starved in 0.2% serum; 100% = growth in 10% serum | AID 2380 | 330,000 compounds, 0.29% hits;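 active = compounds whose signal lies at least 3.5 SD above the mean of all wells on their plate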;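 note: 0% = DMSO-treated cells in low-serum medium and 100% = 10% serum control; some compounds called inactive have numbers as strong as hits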
hIAP block – blocks human intestinal alkaline phosphatase; inhibition, % at 10 µM; 330,000 compounds, 0.12% hits; P09923; purified IAP, CDP-Star luminescence, 30 min; AID 2544;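 active = inhibition reaching a set limit with compound at 10 µM in the primary screen, cut at about 35% in these data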;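 note: plate controls were DMSO wells with enzyme for no effect and no-enzyme buffer wells for full effect; values of inactives mirror those of a sister screen read the other way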
GRIN3A LBD mod – modulators (binders) of human NR3A ligand-binding domain; NR3A LBD differential scanning fluorimetry, Tm shift; 0% = protein alone, 100% = glycine-bound protein; Tm shift relative to glycine control, % at 25 µM; 340,000 compounds, 2.5% hits; AID 1259313;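 active = melting temperature shift of at least 10% of the positive control shift, at one fixed dose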
* hit, by the source's call; . = no result given; & = joins results of further samples. The order is random, and some 5% of all compounds hit somewhere here.

SMILES	MPTP inh	mIAP block	hIAP act	APOBEC3A inh	mIAP act	APOBEC3G inh	MIN6 prolif	hIAP block	GRIN3A LBD mod
O=C1C=C(c2cc3ccccc3o2)C[C@@H](c2ccc(F)cc2)C1	0.9	8	0.85	0	0.92	-5	-3	15	-2
CC(C)CCOCC(O)CCC(=O)NNC(=S)Nc1ccccc1 (stereo unspecified)	1.2	13	0.84	92*	0.87	-4	3	16	0
Cc1cc(NC(=O)c2ccccc2)n(-c2nc3ccccc3[nH]2)n1	0.3	10	1.5	-1	0.9	-7	0	-53	-1
CC(=O)Nc1ccc(NC(=O)CSc2nnc(-c3ccc4c(c3)OCO4)o2)cc1	-0.6	0	1.1	-4	1	-8	-1	-12	2
Cc1c2c(nc3c(C(=O)NC4CC4)cnn13)CCCC2	-0.8	-3	0.85	2	1	-7	-3	15	1
CCOc1ccc(N(Cc2ccc(C(=O)O)cc2)S(=O)(=O)c2ccc(C)cc2)cc1	0.4	-2	1.1	-8	1	-6	-2	-5	0
Cc1nc(-c2ccc(S(=O)(=O)Nc3cccc(Cl)c3)cc2)co1	1.2	1	1.1	1	0.99	-3	-2	-9	-11
CCOC(=O)c1cc2c(=O)n3ccccc3nc2n(Cc2ccco2)c1=NC(=O)c1cccc(OC)c1	-0.2	-3	0.86	11	1	4	2	14	-3
CCCNCC1C(Oc2ccc(Cl)cc2Cl)C(=O)N1c1cccc(C)c1C (stereo unspecified)	-1.0	14	1.1	-2	0.86	-4	-6	-13	-7
CC(=O)c1ccc(N2CCN(S(=O)(=O)c3cc(-c4cc(C)no4)ccc3C(C)C)CC2)cc1	-0.8	7	1	-1	0.93	-3	-6	-2	5
CCOC(=O)C1CCN(C(=O)CSCCSCC(=O)N2CCC(C(=O)OCC)CC2)CC1	-0.7	5	1.1	1	0.95	0	0	-8	1
CCc1ccc(N2CC(C(=O)Nc3ccc(C)c(S(=O)(=O)N4CCOCC4)c3)CC2=O)cc1 (stereo unspecified)	4.9	-24	1.1	-2	1.2	-5	-5	-14	-5
Cc1ccc(S(=O)(=O)Nc2cccc(-c3cn4ccsc4n3)c2)cc1	4.7	5	1.1	1	0.95	-7	-1	-14	0
CCOc1ccc(S(=O)(=O)N(C)C2CCCCC2)cc1	-0.3	4	1.1	-3	0.96	-8	-3	-7	1
CCC(C)NC(=O)CC(c1ccccc1)c1cc(C)ccc1O (stereo unspecified)	-0.1	4	1.1	-2	0.96	-2	-3	-8	0
Cc1cc(OCCN2CCCC2)ccc1C(C)C	-1.6	4	1	0	0.96	-3	-2	-4	1
Nc1nonc1C(=O)NCCNS(=O)(=O)c1ccc(Br)cc1	-1.6	1	1	2	0.99	4	3	0	2
CCc1ccc(-c2csc(-c3c[nH]c4ccccc34)n2)cc1	4.0	2	0.91	-1	0.97	-5	0	9	39*
COC(=O)[C@@]1(Cc2ccc(F)cc2)[C@H]2c3cc(C(=O)N(C)C)n(Cc4c(CO)[nH]cc(C)c4=O)c3C[C@H]2CN1C(=O)c1ccccc1	.	-10	1.1	-5	1.1	-12	4	-9	-2
CCOc1ccc(N(CC(=O)NCc2ccc(C)cc2)S(=O)(=O)c2c(C)[nH]c(=O)[nH]c2=O)cc1	-2.1	0	0.84	-3	1	-4	0	16	0
COc1ccc(/C=C/c2nc(-c3ccccc3O)n(-c3ccccc3)n2)cc1	4.5	-3	1	5	1	-1	-4	-4	-22
CC(=O)N1CCN(c2ccc(NC(=O)c3ccccc3)cc2)CC1	-0.9	1	1.1	-8	0.99	-3	-2	-5	1
COc1ccc(OC)c(-n2c(=S)[nH]c3cc(C(=O)N4CCN(c5ccccc5)CC4)ccc3c2=O)c1	0.2	4	1	-3	0.96	-6	4	-1	0
COc1cc2nc(N3CCN(C(=O)c4ccco4)CC3)nc(N)c2cc1OC	3.0	5&-4	1&0.97	4&3	0.95&1	2&-2	-8&-8	-2&3	-2
NC(=O)c1sc2cc(C(F)(F)F)cnc2c1-c1ccccc1	-1.0	0	1.1	3	1	-3	2	-7	0
CCCOc1ccc(CSc2n[nH]c(C)n2)cc1	5.6	-3	1.1	5	1	2	-1	-12	1
COC(=O)NC(NC(=S)Nc1cccc(C)c1)C(Cl)(Cl)Cl (stereo unspecified)	0.7	5	0.96	-4	0.95	-7	-3	4	-16
CC(C)[C@H]1COCCS(=O)(=O)N1Cc1ccccc1	0.4	-1	0.88	-4	1	-10	-1	12	-2
Cc1cc(Oc2ccc(=O)n(C)n2)nc(SCc2ccccc2)n1	-0.3	-5	1.2	0	1	-3	0	-20	-1
CCC(=O)Nc1ccc(C(=O)NNC(=O)c2ccccc2)cc1	-0.1	2	1.1	2	0.98	9	-3	-10	0
Cc1cc(=O)[nH]c(N/N=C/c2ccccc2C(F)(F)F)n1	-1.6	0	1	0	0.99	2	-1	-1	-1
O=C(NC1CCCC1)C1c2ccccc2C(=O)N1CCCN1CCOCC1 (stereo unspecified)	0.3	3	0.9	-3	0.97	-5	4	10	-1
Cc1cc(=O)n2nc(-c3ccccc3)sc2n1	1.3	3	1.1	-5	0.97	-5	5	-6	2
Cc1ccc(C(=O)OCCOc2cccc(Cl)c2)cc1S(=O)(=O)N1CCOCC1	-0.7	4	1	-2	0.96	0	-5	-5	3
Cc1ccc(N(CC(=O)NC(C)C)C(=O)CCC(=O)Nc2nccs2)cc1C	0.4	10	0.96	-2	0.91	-4	-3	4	-6
COc1cccc(C(=O)c2sc(NC(C)C)nc2N)c1	-3.7	-2	0.83	-3	1	-1	1	17	-6
COc1cccc(-c2sc3ccc(OC)cc3c2-c2ccc(OCCN3CCCCC3)cc2)c1	0.3	0	.	3	0.99	8	.	.	6
Cc1nc2c(ccc3c2ccc2nc(C)sc23)s1	.	-4	1.2	-6	1	-9	-1	-23	-3
CCn1c(=O)c2c(n3cnnc13)-c1ccccc1CC21CCCCC1	1.0	4	0.89	2	0.96	-6	7	11	0
O=C(OCCN=C1NS(=O)(=O)c2ccccc21)c1cccs1	-1.4	6	0.81	-3	0.94	-7	-2	19	1

Reformatted: results already given.
Screens in order – MPTP inh	mIAP block	hIAP act	APOBEC3A inh	mIAP act	APOBEC3G inh	MIN6 prolif	hIAP block	GRIN3A LBD mod
- COc1ccc(/C=C/c2nc(-c3ccccc3O)n(-c3ccccc3)n2)cc1
→ 4.5	-3	1	5	1	-1	-4	-4	-22
- CC(=O)N1CCN(c2ccc(NC(=O)c3ccccc3)cc2)CC1
→ -0.9	1	1.1	-8	0.99	-3	-2	-5	1
- COc1ccc(OC)c(-n2c(=S)[nH]c3cc(C(=O)N4CCN(c5ccccc5)CC4)ccc3c2=O)c1
→ 0.2	4	1	-3	0.96	-6	4	-1	0
- COc1cc2nc(N3CCN(C(=O)c4ccco4)CC3)nc(N)c2cc1OC
→ 3.0	5&-4	1&0.97	4&3	0.95&1	2&-2	-8&-8	-2&3	-2
- NC(=O)c1sc2cc(C(F)(F)F)cnc2c1-c1ccccc1
→ -1.0	0	1.1	3	1	-3	2	-7	0
- CCCOc1ccc(CSc2n[nH]c(C)n2)cc1
→ 5.6	-3	1.1	5	1	2	-1	-12	1
- COC(=O)NC(NC(=S)Nc1cccc(C)c1)C(Cl)(Cl)Cl (stereo unspecified)
→ 0.7	5	0.96	-4	0.95	-7	-3	4	-16
- CC(C)[C@H]1COCCS(=O)(=O)N1Cc1ccccc1
→ 0.4	-1	0.88	-4	1	-10	-1	12	-2
- Cc1cc(Oc2ccc(=O)n(C)n2)nc(SCc2ccccc2)n1
→ -0.3	-5	1.2	0	1	-3	0	-20	-1
- CCC(=O)Nc1ccc(C(=O)NNC(=O)c2ccccc2)cc1
→ -0.1	2	1.1	2	0.98	9	-3	-10	0
- Cc1cc(=O)[nH]c(N/N=C/c2ccccc2C(F)(F)F)n1
→ -1.6	0	1	0	0.99	2	-1	-1	-1

(more compounds)
SMILES	MPTP inh	mIAP block	hIAP act	APOBEC3A inh	mIAP act	APOBEC3G inh	MIN6 prolif	hIAP block	GRIN3A LBD mod
Cc1cnc(NC(=O)CCCNC(=O)c2ccc(Cl)cc2)s1	0.0	-4	1.2	0	1	3	-3	-18	1
COc1ccccc1OCC(=O)Nc1ccncc1	0.8	-5	1	-4	1	-3	0	0	0
COC(=O)CN1C(=O)N/C(=C/c2ccc(C)o2)C1=O	2.5	12	0.99	13	0.88	-4	-2	1	3
O=C(CCNS(=O)(=O)c1ccccc1)NCCCc1ccccc1	-0.6	2	0.96	-2	0.98	-10	-2	4	0
COc1ccc(NC2CCCN(C(=O)c3csc(C(C)C)n3)C2)cc1 (stereo unspecified)	-3.1	4	1.1	-6	0.96	21	-3	-12	-2
COc1ccccc1NCC(=O)N/N=C(\C)c1ccc(Br)s1	1.8	12	1.1	-4	0.88	-8	2	-11	7
Cc1cc(C)cc(NC(=O)C[n+]2ccccc2)c1	0.1	-5	0.83	1	1	1	1	17	0
Cc1nn(C)cc1/C=N/NC(=O)Cn1cncn1	0.9	1	1.1	-3	0.99	-3	3	-6	1
CCOc1ccccc1C(=O)Nc1ccc2nc(N3CCN(c4ncccn4)CC3)cc(C)c2c1	.	-7	1.1	-4	1.1	-5	-5	-9	1
CCn1c(SCC(=O)c2ccc(Cl)cc2)nnc1C(C)C	2.0	5	1	3	0.95	-2	3	-3	9
Cc1ccccc1CN(c1ccc(C(=O)NCc2ccccn2)cc1)S(C)(=O)=O	-0.2	2	0.92	-1	0.98	-9	-1	8	2
Cc1ccc(N(C(=O)Cn2nnc(-c3cccs3)n2)C(C(=O)NC2CCCC2)c2ccncc2)cc1 (stereo unspecified)	0.6	-1	1.1	-1	1	-3	-1	-8	-2
NC(=O)C1CCN(S(=O)(=O)Cc2ccccc2Cl)CC1	-1.5	4	0.93	-3	0.96	-10	0	7	2
COc1ccc(NC(=O)CC2C(=O)NCCN2C(=O)Nc2ccc(C(F)(F)F)cc2)cc1 (stereo unspecified)	0.7	-3	0.96	-1	1	-5	-3	4	2
CN(C)CCCn1c(SCc2c(Cl)cccc2Cl)nnc1-c1ccncc1	0.9	-2	1	-6	1	3	-1	0	-1
CCOc1cccc(/C=N/N2C(=O)CSC2=S)c1O	-2.8	40	1	0	0.6	25	-3	-3	-3
O=C(Nc1cc(C(F)(F)F)ccc1N1CCOCC1)c1ccc2ccccc2n1	2.2	9	1.1	-1	0.91	-7	0	-6	-5
Cc1ccc2c(c1)-n1c(nc3ccccc3c1=O)C(CC(C)C)NC2=O (stereo unspecified)	.	-4	0.96	-5	1	-8	-1	4	.
CCOCCCNCC(=O)NC1(C)C2CCC(C2)C1(C)C (stereo unspecified)	0.9	-6	1.1	-3	1.1	-6	1	-7	1
CC(C)CCn1c(SCC(=O)NC2CC2)nc2cc(Cl)ccc2c1=O	0.9	4	1	0	0.96	-5	4	-3	2
COc1cccc(/C=N/NC(=O)C(C)n2nc(C)c([N+](=O)[O-])c2C)c1O (stereo unspecified)	1.6	6	1.3	2	0.94	-3	0	-29	1
Cc1cc(C)cc(-n2c(C)cc(/C=N/NC(=O)c3cccc([N+](=O)[O-])c3C)c2C)c1	-1.3	4	1.1	6	0.96	-3	-5	-10	-1
O=C(CSCc1ccc(Br)cc1)Nc1ccc(S(=O)(=O)N2CCOCC2)cc1	-0.8	-6	1.1	5	1.1	6	-2	-12	-8
